CF NFkB inh: blocks PAF-induced NF-kB reporter in cystic fibrosis cells | 360,000 compounds, 0.86% hits | inhibition, % at 5 µM | KKLEB NF-kB-GFP reporter, GFP fluorescence overnight | AID 588850;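 active = at least 50% inhibition at 5 µM, scaled per plate between neutral and stimulator controls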;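 note: PAF is a Pseudomonas aeruginosa culture filtrate used as stimulus; plate controls were PAF-stimulated DMSO wells for no effect and unstimulated DMSO wells for full effect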
COUP-TFII inh: inhibitors of human COUP-TFII (NR2F2); 370,000 compounds, 0.7% hits; HEK293T NGFI-A luciferase reporter, luminescence; P24468; inhibition, % at 8.6 µM; AID 686940;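 active = inhibition above a per-plate cutoff, mean inhibition of test wells between control levels plus 3 SD, cut at about 38% in these data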;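 note: cells cotransfected with COUP-TFII expression vector driving the NGFI-A reporter; 0% = median of COUP-TF2 test wells and 100% = reporter-only cells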
TWEAK-Fn14 inh: blocks TWEAK-Fn14 interaction in a reporter cell assay; TWEAK-stimulated Fn14 reporter cells, luciferase luminescence, 8 h; inhibition, % at 10 µM; 360,000 compounds, 2% hits; AID 1159606; in the data active = inhibition above about 50%
LRH-1 inv ag: NR5A2 inverse agonism in reporter assay. O00482. HEK293T StAR-luciferase reporter, LRH-1 transfected, 24 h. inhibition, % at 3.6 µM. 360,000 compounds, 0.13% hits;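 active = inhibition above the mean inhibition of all tested compounds plus 3 SD, cut at about 73% in these data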;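 note: 0% = DMSO wells and 100% = reporter-only cells lacking LRH-1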
TRAIL sens C8: caspase-8 TRAIL sensitization. NB7+C8 cells + TRAIL, ATPlite viability luminescence. inhibition (viability loss, TRAIL sensitization), % at 10 µM. 360,000 compounds, 1% hits. AID 624354;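 active = compounds causing at least 50% loss of cell viability in the single-dose screen, relative to plate controls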
KKLEB tox: counter-screen for CF NF-kB inhibitors: cytotoxicity. KKLEB CF airway cells viability, ATPlite luminescence, overnight; active compounds read low; cells stimulated with P. aeruginosa culture filtrate. activity change (cytotoxicity), % at 5 µM. 360,000 compounds, 0.36% hits;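 active = corrected activity change at or below -50% at 5 µM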
Shn3 inh set2: reduces Shn3 3'UTR luciferase signal in osteoblasts; inhibition, % at 12.5 µM; 360,000 compounds, 0.52% hits; Clone20 osteoblast Shn3 3'UTR firefly luciferase, 24 h; AID 588674;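 active = mean inhibition of at least 75% with every replicate also reaching 75%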;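 note: 0% = median of neutral control wells and 100% = pilot-screen positive control compound; some compounds past the cut are filed as inactive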
EBV LMP1 NFkB: reduces LMP1-driven NF-kappaB luciferase signal; LMP1-induced NF-kappaB luciferase reporter cells, luminescence; inhibition, % at 12.5 µM; 350,000 compounds, 0.69% hits; AID 504558; in the data active = inhibition above about 41%;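 note: 0% = neutral control wells and 100% = reference inhibitor control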
TROY NFkB inh: TROY signaling inhibition. inhibition, % at 10 µM. Q293 LMP1-TROYcd NF-kB luciferase reporter, 4 h. 360,000 compounds, 0.98% hits;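 active = compounds whose plate-normalised and pattern-corrected inhibition of the luciferase reporter signal at the single screening dose is 50% or more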
NCOA3 inh: inhibits human SRC3 coactivator. HEK293 GAL4-SRC3 luciferase reporter, luminescence. inhibition, % at 3.6 µM. 360,000 compounds, 0.17% hits. AID 588352;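 active = inhibition above a per-campaign cutoff, the mean of all compounds plus 3 SD, cut at about 60% in these data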;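 note: 0% = DMSO-treated cells and 100% = gossypol-treated cells at 36 µM; higher means less SRC3-driven luciferase light from the GAL4 reporter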
NCOA1 inh: human NCOA1 inhibition. Q15788. HEK293 GAL4-SRC1 luciferase reporter, luminescence. inhibition, % at 3.6 µM. 360,000 compounds, 0.12% hits. AID 588354;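 active = inhibition above the campaign mean plus 3 SD, with each screening campaign given its own cutoff, cut at about 60% in these data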;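 note: 0% = DMSO treated cells and 100% = gossypol at 36 µM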
Target sequence (Q15788 whole entry, looked up, the tested form may be a part): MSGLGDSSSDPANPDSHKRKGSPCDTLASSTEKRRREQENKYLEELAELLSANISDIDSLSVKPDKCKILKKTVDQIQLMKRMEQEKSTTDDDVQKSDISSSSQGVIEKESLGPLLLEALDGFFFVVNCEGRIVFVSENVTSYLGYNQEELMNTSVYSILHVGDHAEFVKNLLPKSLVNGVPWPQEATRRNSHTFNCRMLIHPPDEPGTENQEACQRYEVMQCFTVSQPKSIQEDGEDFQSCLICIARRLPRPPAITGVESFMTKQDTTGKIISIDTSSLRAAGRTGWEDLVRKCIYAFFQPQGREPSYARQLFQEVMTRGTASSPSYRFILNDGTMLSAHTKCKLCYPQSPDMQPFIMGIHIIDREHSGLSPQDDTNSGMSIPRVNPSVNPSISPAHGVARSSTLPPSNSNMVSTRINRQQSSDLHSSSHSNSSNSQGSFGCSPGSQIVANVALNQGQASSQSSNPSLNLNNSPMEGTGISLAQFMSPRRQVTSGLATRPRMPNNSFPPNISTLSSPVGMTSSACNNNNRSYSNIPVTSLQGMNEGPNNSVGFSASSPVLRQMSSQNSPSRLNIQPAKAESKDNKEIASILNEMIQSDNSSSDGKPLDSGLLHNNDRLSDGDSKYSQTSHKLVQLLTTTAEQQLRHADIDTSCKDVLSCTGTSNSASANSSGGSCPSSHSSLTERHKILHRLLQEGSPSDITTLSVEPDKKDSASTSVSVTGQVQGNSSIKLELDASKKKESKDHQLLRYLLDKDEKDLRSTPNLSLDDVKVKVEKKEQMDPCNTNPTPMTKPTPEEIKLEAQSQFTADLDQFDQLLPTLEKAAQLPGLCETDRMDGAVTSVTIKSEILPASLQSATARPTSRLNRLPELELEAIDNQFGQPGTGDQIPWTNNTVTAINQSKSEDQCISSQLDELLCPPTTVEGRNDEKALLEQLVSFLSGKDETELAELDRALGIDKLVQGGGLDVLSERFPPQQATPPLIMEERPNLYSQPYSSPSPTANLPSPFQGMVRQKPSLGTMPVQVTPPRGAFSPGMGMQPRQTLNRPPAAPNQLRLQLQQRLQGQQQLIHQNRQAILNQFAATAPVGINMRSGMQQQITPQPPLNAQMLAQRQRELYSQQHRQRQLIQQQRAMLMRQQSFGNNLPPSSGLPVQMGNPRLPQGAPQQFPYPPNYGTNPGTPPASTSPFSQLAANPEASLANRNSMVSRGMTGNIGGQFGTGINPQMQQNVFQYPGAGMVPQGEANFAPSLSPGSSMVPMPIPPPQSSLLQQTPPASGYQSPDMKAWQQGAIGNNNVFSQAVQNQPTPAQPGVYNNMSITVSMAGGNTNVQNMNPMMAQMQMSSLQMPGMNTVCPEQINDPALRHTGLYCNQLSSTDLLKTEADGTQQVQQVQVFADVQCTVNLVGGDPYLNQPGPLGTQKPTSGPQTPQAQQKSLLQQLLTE
* marks the source's active call; other numbers are inactive results; . = not tested or not shown.

Each structure is followed by: CF NFkB inh	COUP-TFII inh	TWEAK-Fn14 inh	LRH-1 inv ag	TRAIL sens C8	KKLEB tox	Shn3 inh set2	EBV LMP1 NFkB	TROY NFkB inh	NCOA3 inh	NCOA1 inh
CC(C)(C)SCCNC(=O)COc1ccc(Cl)cc1
  -5	-4	7	2	17	8	-15	-5	-26	-27	6
COCCNC(=O)c1ccc2c(c1)ncn2-c1ccc(C)c(Cl)c1
  -4	-21	3	-8	16	11	-26	-1	-10	-23	-25
CC(C)NC(=O)COC(=O)c1cncc(Br)c1
  18	-1	-1	-4	-2	-14	-3	-9	24	12	11
CC(C)CN(C(=O)COC(=O)c1ccc2ccccc2c1)c1c(N)n(Cc2ccccc2)c(=O)[nH]c1=O
  16	-2	-2	22	19	-5	21	6	1	-9	5
CN(C(=O)COC(=O)/C=C/c1ccccc1)C1CCS(=O)(=O)C1 (stereo unspecified)
  0	-7	1	5	-1	-14	4	5	-14	23	-17
CCOCCCNC(=O)CCN1C(=O)c2ccccc2Sc2ncccc21
  6	-6	-12	0	-2	3	-5	-3	-4	3	-4
O=C(CCl)N1CCN(C(=O)C2COc3ccccc3O2)CC1 (stereo unspecified)
  -24	-3	-3	45	8	-12	-14	-11	9	-3	0
Cc1cc(C(=O)NNC(=O)c2ccc(Cl)c(S(N)(=O)=O)c2)c(C)o1
  -18	6	14	-2	-17	12	1	-1	-11	-5	1
CN(C)c1ccc(P(=O)(Nc2cccc(C(F)(F)F)c2)N2CCOCC2)c(NC(=O)c2cccs2)c1 (stereo unspecified)
  13	1	1	4	5	-23	25	-3	3	-10	-5
Cc1ccc(-c2noc(CN3CCN(Cc4ccccc4)CC3)n2)cc1
  -5	13	-7	6	-2	10	2	3	5	-4	0
CCOC(=O)C(=O)Nc1cc(C)on1
  -8	-11	3	-2	-18	12	4	4	8	12	-1
Cc1ccc(S(=O)(=O)N(C)C[C@H]2Oc3ncc(Br)cc3C(=O)N([C@H](C)CO)C[C@@H]2C)cc1
  0	-14	9	0	5	2	-7	-1	-2	7	-26
CCn1c(SC(C)C(=O)Nc2ccc3c(c2)OCCO3)nnc1C1CC1 (stereo unspecified)
  -3	4	9	-41	1	6	2	-6	-6	-18	-4
Cc1cc(OCC(=O)OCC(=O)c2ccc[nH]2)ccc1Cl
  17	6	-3	-5	-6	0	1	0	-5	-6	3
COC(=O)CNC(=O)c1cc(-c2ccncc2)nc2ccccc12
  -14	5	27	2	-6	5	0	-1	6	-1	7
O=C(CSc1nnc(CNC(=O)c2ccc(F)cc2)o1)NCc1ccc(F)cc1
  -28	-1	-7	-22	-3	-4	10	3	10	3	-40
COc1cc2c(cc1OC)C(c1ccncc1)CC(=O)N2 (stereo unspecified)
  12	-2	0	18	2	-5	-2	3	3	0	-39
COc1cc(/C=N/NC(=S)NCCc2ccccc2)cc(OC)c1OC
  0	5	14	19	-24	10	-8	9	5	-15	8
COc1ccc(NC(=O)Nc2cccc3c2O[C@H](CN(C)S(=O)(=O)c2cccs2)[C@@H](C)CN([C@H](C)CO)C3=O)cc1
  12	11	1	-21	0	-13	-12	2	-1	-8	-1
COc1cc(/C=C/C(=O)O)ccc1OS(=O)(=O)c1c(C)c(C)cc(C)c1C
  0	-19	-5	18	-5	-28	-17	-1	-7	6	-8
O=C(NCc1ccccc1)c1cccnc1N1CCOCC1
  -13	-14	5	-13	-14	-1	-2	-5	-4	17	-51
COc1cccc(C(C(=O)NC2CCCC2)N(C(=O)c2ccco2)C2CC2)c1OC (stereo unspecified)
  -7	-3	16	3	-3	2	10	5	.	-23	4
COC(=O)COc1ccc(=O)n(-c2ccccc2)n1
  5	1	-5	12	-2	4	14	-4	-23	15	-3
CCOC(=O)c1cnc2nc(Cc3ccccc3)[nH]n2c1=O
  7	0	-11	4	-25	6	2	-9	-13	15	-19
CC(=O)Nc1ccc(N2CCOCC2)c(C(=O)Nc2cccc(C)c2)c1
  -5	-11	-21	-5	-7	-2	-9	8	-8	15	18
COc1ccc(-c2nnc(NC(=O)c3c(OC)cccc3OC)s2)cc1
  0	13	-9	0	-2	1	11	2	-6	1	-3
CSCCC(NC(=O)C1CC1)c1nc2ccccc2[nH]1 (stereo unspecified)
  4	16	3	3	-9	-3	-3	9	2	1	-2
CCN(CC(=O)O)S(=O)(=O)c1cc(Cl)ccc1Cl
  -11	9	5	-5	-7	15	-11	-7	7	12	-10
COCCNC(=S)N1CCC(C(=O)c2ccc3c(c2)OCCO3)CC1
  -11	-7	4	-22	-1	19	4	-10	-47	-25	-7
CC(C)c1ccc(OCC(=O)NCCO)cc1
  15	-22	18	-22	-13	8	-40	-9	-24	-1	-19
O=C(Nc1cccc(S(=O)(=O)C(F)F)c1)c1ccc(S(=O)(=O)N2CCCC2)cc1
  -31	-16	23	17	-6	5	22	1	19	-1	-21
Cc1[nH]c2ccccc2c1C(=O)CSc1ccc(Cl)cc1
  3	-23	-23	-8	-5	-7	-12	-22	-8	-47	-21
O=C(NCCc1ccc(Cl)cc1)c1ccc2ccccc2n1
  -31	-15	18	-43	-1	6	-19	-12	-9	-14	-22
COC(=O)C1CCN(C(=O)COC(=O)Cc2c[nH]c3ccccc23)CC1
  -11	-8	19	5	3	4	9	7	-17	24	-3
CSc1nc(N2CCOCC2)cc(N2CCOCC2)n1
  4	-10	-4	15	-12	8	-14	4	6	-16	4
CN(Cc1ccccc1)C(=O)c1ccccc1NC(=O)C1=CSCCO1
  -5	5	-15	11	7	-7	-7	-30	-11	-17	-4
Cc1c(F)cccc1NC(=O)c1ccc2c(c1)CCN2S(C)(=O)=O
  -14	-18	-20	-3	7	2	-9	-4	-29	-25	-7
Cc1nc2ccc(S(=O)(=O)c3ccc4nc(C)[nH]c4c3)cc2[nH]1
  -1	-16	4	10	-4	12	-8	5	-7	0	-2
Cc1nnc(SCC(=O)Nc2cccc(S(N)(=O)=O)c2)n1-c1ccccc1
  -6	-16	-1	4	-20	2	-4	-2	8	6	6
CCN(CC)C(=O)C1=C(C)N(Cc2ccc(F)cc2)C(=O)C(CC(=O)NCCCCc2ccccc2)C1 (stereo unspecified)
  -2	11	13	-11	2	-8	4	2	-3	2	17
O=C(N/N=C/c1ccc(O)cc1)c1cc(C2CC2)[nH]n1
  23	-3	3	6	8	3	-36	-2	-20	-1	-18
CCCc1ccc(S(=O)(=O)N2CCN(C(=O)CN3C(=O)NC(C)(C4CC4)C3=O)CC2)cc1 (stereo unspecified)
  14	4	0	5	-14	-8	1	6	-7	4	-8
Fc1cccc(Cc2c(-c3ccc(Cl)cc3)nc3ccc(Cl)cn23)c1
  14	-19	-6	-42	13	-14	-13	.	-18	-72	-5
CC/C(=N\NC(=O)c1c(C)nc2ccccn12)c1ccc(Cl)cc1
  -13	-11	-18	-5	3	-6	5	-10	16	3	4
CCOc1ccccc1C(=O)Oc1cc(C)[nH]c(=O)c1[N+](=O)[O-]
  -10	3	-1	9	-4	-7	-13	-13	-4	11	-1
COc1ccc(NC(=O)c2ccc3ccccc3n2)cc1S(=O)(=O)Nc1ccccc1Cl
  -23	8	42	-21	-17	-2	12	5	-10	18	-3
CC(C)C(CCN1C(=O)CCC1=O)C1CCOC(C)(C)C1 (stereo unspecified)
  -10	-3	10	8	-2	0	2	-2	14	17	13
CN1CCN(C(=O)/C(=C/c2cccs2)NC(=O)c2cccs2)CC1
  4	-5	-8	-18	4	2	-3	-8	-8	21	5
CCOC(=O)C1CCN(C(=O)c2ccc(C)o2)CC1
  -8	3	-1	-3	-4	9	2	4	-3	-17	3
N#Cc1nc(COc2ccc(Br)cc2)oc1N1CCN(Cc2ccccc2)CC1
  3	8	5	27	15	-2	15	-2	-36	20	14
CCCCOc1ccc(C(=O)NCC(=O)N2CCN(C(=O)c3ccco3)CC2)cc1
  -5	-6	8	-8	-37	26	-6	6	-1	-9	-11
O=C(Nc1ccc2c(c1)OCO2)C(c1ccccc1)N1CCCCC1 (stereo unspecified)
  7	4	-5	2	4	-11	-16	4	-16	-13	1
O=S(=O)(c1ccc(S(=O)(=O)N2CCN3CCCC3C2)cc1)N1CCCC1 (stereo unspecified)
  15	15	37	13	-23	-15	1	7	-3	13	14
COC(=O)c1c(C)nn(-c2ccccc2)c1-n1cccc1
  12	3	-7	-6	4	-15	-2	24	10	10	1
CCOc1ccc(-c2nc(-c3ccncc3)no2)cc1OCC
  26	-4	-31	-9	-2	-6	-27	1	-2	4	-12
CC1OC(c2ccccc2)OC2COC(c3ccccc3)OC12 (stereo unspecified)
  -5	-12	-1	-13	-7	1	-9	-1	-4	-1	-23
O=C(NCc1ccco1)C1CCC(CNS(=O)(=O)c2cccc3cccnc23)CC1 (stereo unspecified)
  -5	1	8	10	3	-10	15	1	-9	-7	-11
CCCCN(C)CCCNC(=O)C1(O)c2ccccc2NC(=O)N1c1ccc(Cl)cc1 (stereo unspecified)
  -8	-4	-1	-6	-6	8	-12	-3	-13	8	13
CCCN1C(=O)C(O)(C/C(C)=N/O)c2ccccc21 (stereo unspecified)
  0	6	15	5	0	-3	-18	-11	7	1	3
FC(F)(F)c1cc(C(F)(F)F)c2ccc(N3CCN(c4ncccn4)CC3)nc2n1
  -5	5	-19	8	-1	-14	7	-17	-8	6	-12

More entries.
Each structure is followed by: CF NFkB inh	COUP-TFII inh	TWEAK-Fn14 inh	LRH-1 inv ag	TRAIL sens C8	KKLEB tox	Shn3 inh set2	EBV LMP1 NFkB	TROY NFkB inh	NCOA3 inh	NCOA1 inh
CCC(=O)Nc1cc(C)c(NC(=O)c2ccccc2OC)cn1
  -8	-4	-4	-16	-2	2	-18	-1	-6	-5	-19
O=S1(=O)CCN(C(CO)c2ccccc2)CC1 (stereo unspecified)
  8	-2	7	14	-9	-10	-16	-1	-4	14	-22
OC(COc1ccc2cc(Br)ccc2c1)CN1CCOCC1 (stereo unspecified)
  14	-14	-34	-10	5	3	-13	-15	-17	-22	-20
CN1CCN(/C=N/C2=C(C#N)C(c3ccccc3)C3=C(CC(C)(C)CC3=O)O2)CC1 (stereo unspecified)
  12	1	25	-5	-3	18	-7	0	-13	7	-2
Cc1cc(C)cc(C(=O)NCC(=O)OCc2c(C)noc2C)c1
  -4	6	-5	0	-2	9	-3	7	-2	24	4
COc1ccc(CNC(=O)C2(CC3CC(c4ccccc4)=NO3)CCN(C(=O)Cc3ccc(F)cc3)CC2)cc1 (stereo unspecified)
  -26	14	-10	13	6	21	-26	-13	2	-1	-6
Cc1cc(-c2ccc(S(=O)(=O)Nc3ccc(C#N)cc3)s2)on1
  -21	-7	7	-8	-30	6	9	-13	3	2	-6
Cc1cc2ncn(CCCCOc3ccccc3)c2cc1C
  -1	-3	-14	1	9	3	30	-1	-17	-4	-1
O=C(Nc1ccccc1)NC1CCN(Cc2c(F)cccc2Cl)CC1
  -13	8	20	20	-12	-2	12	9	-4	8	-17
COc1ccc2oc(C(=O)OCc3nnc(-c4ccccc4)o3)c(C)c2c1
  18	-9	-21	4	-13	-11	3	-6	-30	12	16

This is a subset, so the mix of outcomes need not match the whole.
